MEKK2mut PB1 HTS: MEK5 binding signal on mutant MEKK2 PB1, primary screen, biochemical, multiplex bead flow cytometry, Alexa488-MEK5; percent response, % at 10 µM; 0.35% of 290,000 active; Alexa488-MEK5 binding to MEKK2 mutant; in the data active means percent response above about 24%, passing the limit was not always enough; further: inactives centre near 1; some results filed as inactive read as strong as hits; reference of the scale not given here
V1aR counter: agonists of human V1a receptor, primary screen, counter-screen for OXTR agonist project, fluorescence, CHO-V1R cells | Vasopressin V1a receptor (Homo sapiens), P37288 | Fluo-8 calcium fluorescence, agonist mode; 0% DMSO, 100% 3 nM vasopressin | activation, % at 3 µM | 0.25% of 320,000 active;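 active means activation above the mean activation of all tested compounds plus 3 SD, per screening run, cut at about 20% in these data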;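 further: signal is peak over basal fluorescence ratio across a 100 second FLIPR read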
Target sequence (P37288 whole entry, looked up): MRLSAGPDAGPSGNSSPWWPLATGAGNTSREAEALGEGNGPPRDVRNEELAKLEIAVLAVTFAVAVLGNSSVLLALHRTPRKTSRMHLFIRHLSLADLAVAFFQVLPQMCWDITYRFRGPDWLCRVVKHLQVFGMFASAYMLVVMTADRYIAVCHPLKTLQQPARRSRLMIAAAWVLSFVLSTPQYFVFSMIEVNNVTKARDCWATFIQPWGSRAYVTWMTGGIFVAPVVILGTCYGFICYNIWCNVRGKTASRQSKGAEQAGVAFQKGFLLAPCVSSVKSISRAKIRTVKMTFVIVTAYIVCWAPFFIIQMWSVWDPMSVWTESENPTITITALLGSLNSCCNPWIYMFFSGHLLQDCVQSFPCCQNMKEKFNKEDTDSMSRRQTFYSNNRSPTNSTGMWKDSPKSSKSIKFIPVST
MEKK2 WT-MEK5: modulators of MEK5 binding to wildtype MEKK2, primary screen, biochemical, multiplex bead flow cytometry, Alexa488-MEK5; Mitogen-activated protein kinase kinase kinase 2 (Homo sapiens), Q9Y2U5; AID 1531, 2009; 1.1% of 290,000 active; Alexa488-MEK5 binding to MEKK2 WT; actives lie on both sides; binding response (% of control), % at 10 µM; in the data active means binding response below about 67% or above about 130%
OXTR ag: human OXTR agonists, primary screen, fluorescence, CHO-OTR cells, Fluo-8 calcium. AID 2435, 2010. 0.32% of 320,000 active. activation, % at 3 µM. Fluo-8 calcium fluorescence; normalized: DMSO 0%, oxytocin 100%;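 active means activation above the mean of all tested compounds plus 3 SD, cutoff set per screening run, cut at about 20% in these data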;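 further: peak over basal fluorescence ratio from a 100 s FLIPR kinetic read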
PHOSPHO1 block: PubChem AID 1565 | Phosphoethanolamine/phosphocholine phosphatase (Homo sapiens), Q8TCT1 | recombinant PHOSPHO1, absorbance phosphatase assay | inhibition, % at 13.3 µM | 1.1% of 290,000 active; in the data active means inhibition above about 60%
Target sequence (Q8TCT1 whole entry, looked up): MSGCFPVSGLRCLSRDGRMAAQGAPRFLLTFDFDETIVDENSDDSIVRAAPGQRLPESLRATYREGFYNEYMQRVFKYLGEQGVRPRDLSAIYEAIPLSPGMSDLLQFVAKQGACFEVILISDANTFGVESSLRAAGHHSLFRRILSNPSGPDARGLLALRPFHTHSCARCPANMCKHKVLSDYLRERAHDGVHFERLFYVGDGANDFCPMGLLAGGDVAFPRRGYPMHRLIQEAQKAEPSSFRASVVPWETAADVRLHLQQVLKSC
GalR3 antagonist: GalR3 antagonists in HEK293 cells, primary screen, cell-based, fluorescence readout | 0.44% of 360,000 active | HEK293 GalR3-CNG cAMP membrane potential fluorescence; galR3 body fused to GalR1 C-terminus | Galanin receptor type 3 (Homo sapiens), O60755 | inhibition, % at 3 µM;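 active means inhibition above the screen-wide average plus 3 SD, cut at about 13% in these data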;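 further: forskolin and galanin both at EC90 stimulate the cells; cAMP rise reported by CNG channel membrane potential dye signal; 0% = forskolin plus galanin with DMSO and 100% = forskolin alone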
Target sequence (O60755 1-299 limits assumed): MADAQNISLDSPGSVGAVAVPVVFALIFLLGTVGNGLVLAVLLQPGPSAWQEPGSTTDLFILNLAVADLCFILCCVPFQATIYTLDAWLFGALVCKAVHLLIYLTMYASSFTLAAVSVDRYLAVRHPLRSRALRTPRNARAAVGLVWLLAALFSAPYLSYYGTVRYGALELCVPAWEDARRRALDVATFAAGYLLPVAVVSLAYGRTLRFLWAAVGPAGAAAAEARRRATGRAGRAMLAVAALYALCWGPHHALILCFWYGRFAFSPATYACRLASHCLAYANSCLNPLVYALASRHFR
NALP1 yeast inh: NALP1 inflammasome inhibitors in reconstituted yeast, colorimetric, S. cerevisiae, triplicate retest; inhibition, % at 10 µM; 0.61% of 280,000 active; S. cerevisiae NALP1/ASC/caspase-1 growth, X-gal OD620, 72 h; AID 2071, 2009; in the data active means inhibition mostly above about 24%, no sharp cut-off; inactive means mostly below about 32%; further: some compounds called inactive have numbers as strong as hits
GPR7 antagonist: GPR7 receptor antagonists, primary screen, cell-based, fluorescence, single concentration; Neuropeptides B/W receptor type 1 (Homo sapiens), P48145; GPR7-expressing cells, fluorescence antagonist assay; inhibition, % at 4.4 µM; 1.1% of 290,000 active; AID 1861, 2009; in the data active means inhibition above about 16%, passing the limit was not always enough;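 further: cells stimulated with the agonist NPW; 0% = agonist with vehicle and 100% = vehicle without agonist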
MEKK3 PB1 HTS: modulators of MEKK3-MEK5 PB1 binding, primary screen, biochemical, wildtype MEKK3, multiplex bead flow cytometry, Alexa488-MEK5; Mitogen-activated protein kinase kinase kinase 3 (Homo sapiens), Q99759; bead-based flow cytometry, Alexa488-MEK5 binding to MEKK3; actives lie on both sides; 0 = blocked by unlabeled MEK5, 100 = vehicle; binding response (% of control), % at 10 µM; 1.4% of 290,000 active;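 active means binding response more than 3 SD above or below the average of its plate-row segment, actives on both sides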;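 further: Alexa488 bead fluorescence after subtracting the streptavidin-only scavenger bead signal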
* marks the source's active call; other numbers are inactive results; . = not tested or not shown. Compounds as they come, and some 5.4% of all compounds hit somewhere here.

SMILES	MEKK2mut PB1 HTS	V1aR counter	MEKK2 WT-MEK5	OXTR ag	PHOSPHO1 block	GalR3 antagonist	NALP1 yeast inh	GPR7 antagonist	MEKK3 PB1 HTS
N#Cc1c(N2CCCCC2)nc(N)c2c(N)nc3c(c12)CC(CCl)O3 (configuration not stated)	-4	-1.0	99	-0.7	-3	-6	-3	-2	99
NS(=O)(=O)c1ccc(S(=O)(=O)N2CCN(C3CCCC3)CC2)cc1	-8	-0.5	98	0.9	37	-4	11	-12	102
OC(COCc1cccs1)CN1CCN(c2ccccn2)CC1 (configuration not stated)	1	0.3	99	-0.1	19	-4	-6	-2	104
O=C(NCc1ccc2c(c1)OCO2)C1CC(=O)N(C2CCCC2)C1 (configuration not stated)	4	0.3	102	1.0	64*	-6	2	-8	103
CSc1ccccc1NC(=O)CN(C)S(=O)(=O)c1ccc(F)cc1	1	-0.1	100	-0.6	9	-2	-17	-6	101
COc1ccc(Sc2cnn(-c3ccccc3)c(=O)c2Cl)cc1	.	2.4	.	-1.8	46	-1	6	-4	.
Cn1c(SCCOc2ccc(Cl)cc2)nnc1-c1ccncc1	-2	1.4	97	1.2	6	-4	-42	8	102
CSc1ccc(CN2CCN(C(=O)c3ccc([N+](=O)[O-])cc3)CC2)cc1	-1	7.5	106	8.0	15	102*	12	18	101
CC(C)(C)C(=O)Nc1nnc(-c2ccccc2)c(-c2ccccc2)n1	-8	-0.6	93	-3.0	-1	-2	-1	-10	93
CCn1cc(C(=O)N2CCc3ccccc32)c(=O)c2cc(S(=O)(=O)N(C)C3CCCCC3)ccc21	0	0.7	96	1.2	0	8	26	-12	101
CCn1c(=O)cc(NC2=NCC(C)CN2c2cccc(Cl)c2)n(C)c1=O (configuration not stated)	-2	-1.3	97	-2.2	18	-4	5	2	98
O=C1NC(=O)C(c2ccccc2[N+](=O)[O-])=C1Nc1ccc(O)c(Cl)c1	4	0.0	100	-0.3	15	13*	-11	-19	98
COc1cccc(OC)c1C(=O)Nc1ccc2c(c1)N(S(=O)(=O)c1cccs1)CCC2	-12	3.0	92	1.1	-5	-4	17	-3	91
O=C(O)/C=C/C(=O)N1CCN(c2cccc(Cl)c2)CC1	1	0.4	116	0.7	33	-8	-6	-4	129*
O=C(NC1CCCCC1)C(c1ccccn1)N(C(=O)c1csnn1)c1ccccc1F (configuration not stated)	6	0.0	103	-0.5	-10	-8	-5	-16	97
Brc1cc(Br)cc(CN2CCSCC2)c1	-4	0.2	95	-0.4	33	-4	4	0	102
Cc1nc(-c2cc(-c3nc(-c4ccc(C(F)(F)F)cc4)no3)no2)cs1	-2	-0.8	98	-0.3	3	-1	3	-9	100
COc1ccc(Cc2nnc(NS(=O)(=O)c3ccc([N+](=O)[O-])cc3)s2)cc1	-1	0.0	98	-0.1	37	-7	-5	-8	102
CCCSc1nnc(NC(=O)CSc2sc3c(O)cc(=O)[nH]c3c2C#N)s1	8	0.8	104	-0.5	19	-4	5	2	102
CCc1ccc(Nc2nnc(SCC(=O)c3ccc4c(c3)NC(=O)CO4)s2)cc1	-3	.	100	.	-32	.	40*	-12	98

Records above marked active in NALP1 yeast inh.
| canonical_smiles | MEKK2mut PB1 HTS | MEKK2 WT-MEK5 | PHOSPHO1 block | GalR3 antagonist | NALP1 yeast inh | GPR7 antagonist | MEKK3 PB1 HTS |
| --- | --- | --- | --- | --- | --- | --- | --- |
| CCc1ccc(Nc2nnc(SCC(=O)c3ccc4c(c3)NC(=O)CO4)s2)cc1 | -3 | 100 | -32 | . | 40* | -12 | 98 |

(further entries)
SMILES	MEKK2mut PB1 HTS	V1aR counter	MEKK2 WT-MEK5	OXTR ag	PHOSPHO1 block	GalR3 antagonist	NALP1 yeast inh	GPR7 antagonist	MEKK3 PB1 HTS
COc1cc(NC(=O)CSc2nnc(-c3ccncc3)o2)cc(OC)c1OC	13	-0.3	107	0.2	12	-4	-3	-18	110
Clc1ccc(-c2ccc(CNCC3CCCO3)o2)cc1 (configuration not stated)	-1	2.0	102	4.8	46	-5	.	-10	100
O=C(NCSc1ccncn1)c1ccccc1	6	0.1	106	0.6	10	-9	19	8	104
COc1ccccc1/C=C/C(=O)Nc1ccc(S(=O)(=O)Nc2cc(C)nc(C)n2)cc1	0	0.9	104	-0.7	28	-7	6	-11	102
Cc1ccccc1C(=O)N1CCN(c2ncccn2)CC1	4	0.7	107	-0.7	14	-10	1	-21	104
COc1ccc(C(=O)C2CCCN(Cc3ccc4nonc4c3)C2)c(OC)c1 (configuration not stated)	-7	3.3	97	-2.3	15	0	-4	-5	97
Cc1cc(S(=O)(=O)N2CCCCC2)c(C)s1	3	-1.6	99	-2.2	10	-9	11	3	97
CC(C)(C)N1CC(C(=O)Nc2ccc(C#N)cc2)CC1=O (configuration not stated)	10	-0.4	113	0.6	-8	-9	8	9	105
O=[N+]([O-])c1ccc(S(=O)(=O)N/N=C/c2cccs2)cc1	1	0.2	104	-0.1	-4	-2	26	-11	115
CC1(C)OC(=O)N(CCc2ccccc2)C1(C)O (configuration not stated)	1	0.8	105	0.9	19	-6	7	-2	103
Cc1ccccc1C=Nc1ccccc1C(N)=O	-5	-0.4	96	-0.8	21	-4	17	12	93
COc1ccc(Cc2nc(C(=O)Nc3ccc(OC)cc3)cs2)cc1	11	2.2	109	1.9	8	-4	-17	-9	103
Cc1ccc(NS(=O)(=O)c2cc3c4c(c2)CC(=O)N4CCC3)cc1C	-2	2.4	99	2.1	53	-4	20	4	100
CC(C)(C)C(=O)Nc1ccc(NC(=O)c2ccco2)nc1	-6	0.5	95	0.2	36	-8	3	5	97
CCOc1ccc(CN2CCN(Cc3ccon3)CC2CCO)cc1 (configuration not stated)	-6	0.6	97	0.2	-18	3	11	-3	103
COC(=O)C(Cc1ccccc1)NC(=O)CNS(=O)(=O)c1ccc(Br)cc1 (configuration not stated)	-4	1.5	95	-0.2	57	0	-36	-7	101
O=C(Nc1c(-c2cccs2)nc2ccccn12)c1ccccc1F	0	0.0	99	-0.3	-17	-2	2	-14	99
O=C(COc1c(CO)cc(Br)cc1CO)NC1CCCc2ccccc21 (configuration not stated)	-7	0.8	93	1.5	-45	-5	1	-5	96
COCCn1c(C)c(C(=O)O)sc1=S	1	0.0	105	-0.1	-11	3	6	-11	102
O=C(N/C(=C/c1ccc(Cl)cc1)c1nc2ccccc2[nH]1)c1ccco1	.	0.5	.	1.3	27	-8	25	19	.
CC(=O)OCCCNc1cc(SCc2ccco2)c2nonc2c1[N+](=O)[O-]	0	3.0	106	3.4	4	2	12	-5	124
CC(NC(=O)c1cc(-c2ccc(Br)cc2)on1)c1ccccc1 (configuration not stated)	4	0.4	99	1.0	16	-3	-25	10	98
Cc1c(NS(=O)(=O)c2ccc(Br)cc2)c(=O)n(-c2ccccc2)n1C	10	0.3	103	-0.8	13	-7	7	-3	100
CCOc1cc(NC(=S)NCc2ccccc2)c(OCC)cc1NC(=O)C(C)C	-2	2.5	95	1.6	-24	-1	6	15	92
Cc1ccc(-c2nc(CS(=O)CC(=O)NC3CCCC3)c(C)o2)cc1 (configuration not stated)	9	0.3	99	-0.9	29	.	-30	-3	102
COc1ccc(C(=O)/C=C/C(=O)N(Cc2ccccc2)C(C(=O)NC2CCCCC2)c2ccncc2)c(O)c1 (configuration not stated)	-2	1.1	95	-2.0	-7	1	-44	-6	96
O=C(CSc1nc2ccccc2s1)Nc1ncccn1	2	1.2	102	0.5	21	-4	-5	15	97
O=[N+]([O-])c1cc(Cl)ccc1N1CCN(c2cccc(C(F)(F)F)c2)CC1	14	0.3	138*	-0.6	-4	-11	18	-14	103
O=C(Nc1ccc2c(c1)OCCO2)c1cccc(S(=O)(=O)N2CCOCC2)c1	4	-2.1	103	-1.6	1	-7	-1	-2	104
Cc1ccc(NC(=O)O/N=C/c2cccc([N+](=O)[O-])c2)cc1	1	-0.6	99	0.1	51	-6	2	-4	98
O=C(Nc1ccc(Br)cc1)/C(=C/c1cccc([N+](=O)[O-])c1)NC(=O)C1CCCCC1	-1	0.9	98	3.4	2	-10	-6	0	98
NC(=O)C1CCCN(C(=O)CCc2nnc(C3(c4ccc(Cl)cc4)CCC3)o2)C1 (configuration not stated)	3	2.1	109	0.0	-18	-4	7	-5	105
Cc1c(NCc2cc(Cl)ccc2O)c(=O)n(-c2ccccc2)n1C	6	3.3	111	-0.4	-4	-4	8	4	109
C/C(=N\NC(=O)c1nn(C)c(C)c1Br)c1ccc(NC(=O)c2ccoc2C)cc1	-3	-0.1	94	0.2	14	-10	17	1	86
C=CCc1ccc(OCCn2nnc3ccccc32)c(OC)c1	-3	7.5	101	3.6	-183	-3	14	6	94
CC(=O)c1ccc(NC(=O)C(C)Nc2ccc(Cl)cc2)cc1 (configuration not stated)	-2	3.9	100	4.9	-1	-6	0	13	103
COC(=O)/N=C/c1c(NCc2ccccc2)nc2c(C)cccn2c1=O	-6	-0.9	90	-1.1	28	-3	13	7	96
COc1ccc(CNC(=O)C2CCCN(c3nccc(C)n3)C2)cc1 (configuration not stated)	-2	-0.3	98	-0.9	1	-6	14	-7	105
Cc1cccc(C(=O)OCC(=O)NCCCc2ccccc2)c1O	6	-0.1	108	-0.7	-3	-9	-4	2	99
CNC(=O)CCC(=O)Nc1ccc(C(=O)OC)cc1	-1	0.9	106	0.9	-1	-4	-1	-4	102
Nc1c(N(CCC2=CCCCC2)C(=O)C2CC2)c(=O)[nH]c(=O)n1Cc1ccccc1	8	0.0	111	0.6	24	-4	17	-5	109
C/C(CC(=O)Nc1cc(Cl)ccc1Cl)=N\NC(=O)c1ccco1	0	1.7	101	-0.7	27	-2	-7	6	102
CCOC(=O)/C=C1\SCC(=O)N1CC(O)CN1C(=O)CS/C1=C\C(=O)OCC	-8	1.0	92	0.0	55	.	5	-5	93
CC(C)=C1C2CCC1C1C(=O)N(NC(=O)COc3ccc(Cl)c(C)c3)C(=O)C21 (configuration not stated)	0	-1.1	103	-2.2	26	-5	41*	0	97
COc1cc(OC)c(NC(=O)Cn2cnc3sc(C)c(S(=O)(=O)N4CCOCC4)c3c2=O)cc1Cl	3	-0.5	97	-1.6	0	-6	2	-6	100
CCN(C(=O)CSc1nc2c(cnn2-c2ccccc2)c(=O)[nH]1)C1CCS(=O)(=O)C1 (configuration not stated)	-1	-0.3	104	-0.4	-18	-6	34	-7	102
Cc1onc(-c2c(F)cccc2Cl)c1C(=O)N(Cc1ccccc1)C(C)C	6	-1.3	107	-1.6	29	-11	-10	-2	106
O=C(N/N=C/c1cccc(Cl)c1Cl)Nc1ccccc1	6	-0.5	102	-0.8	23	-4	-12	3	106

High-throughput results as filed in PubChem BioAssay.
